Growth percent in the NCI-60 one-dose screen (48 h, 10 µM unless noted): 100 = growth as untreated, 0 = no growth, -100 = all killed.
U251 – U251 CNS tumor cells; 80,000 compounds, 5.4% hits
OVCAR-4 – OVCAR-4 ovarian cancer cells. AID 1794784. 80,000 compounds, 3.7% hits
DU-145 – DU-145 prostate cancer; 81,000 compounds, 4.2% hits; AID 1794760
SK-OV-3 – SK-OV-3 ovarian cancer cells | 80,000 compounds, 3.2% hits
OVCAR-8 – OVCAR-8 ovarian cancer. 81,000 compounds, 4.4% hits
OVCAR-5 – OVCAR-5 ovarian cancer; 82,000 compounds, 2.9% hits
OVCAR-3 – OVCAR-3 ovarian cancer; 79,000 compounds, 7% hits
SF-268 – SF-268 CNS cancer cells. 82,000 compounds, 3.1% hits
PC-3 – PC-3 prostate cancer cells; 80,000 compounds, 3.9% hits
Starred values were filed as active, the others as inactive; x = no result given; & = joins results of further samples. How the source made its calls: active means growth percent below 10; inactive means the rest.

1. O=C(O)CSc1ncnc2nc[nH]c12
2. O=C(/C=C/c1ccc(Cl)cc1)c1ccc(Nc2nc(NCCO)nc(Nc3ccc(Cl)cc3)n2)cc1
3. COC1(CO)CCN(c2nnnn2Cc2ccc(F)c(C)c2)CC1
4. COc1ccc(Nc2ncnc3ccc(-c4cncc(NS(C)(=O)=O)c4)cc23)cc1Cl
5. Nc1ccccc1NC(=O)CCCCCCC(=O)Nc1ccc2c(c1)/C(=C/c1ccc[nH]1)C(=O)N2
6. [2H]c1c([2H])c(C2([2H])C([2H])([2H])NC([2H])([2H])C([2H])([2H])C2([2H])[2H])c([2H])c([2H])c1-n1cc2cccc(C(N)=O)c2n1 (stereo not given)
7. O=C1c2ccccc2NC(c2cn(-c3ccccc3)nc2-c2ccccc2)N1Cc1ccccc1 (stereo not given)
8. CCC1(C(C)C)NC(=O)NC1=O (stereo not given)
Compound | 1 | 2 | 3 | 4 | 5 | 6 | 7 | 8
U251 | 92 | 22 | 106 | 12 | 20 | 91 | 83 | 98
OVCAR-4 | 104 | 53 | 103 | 58 | 35 | 109 | 73 | 103
DU-145 | 107 | 68 | 104 | 47 | 29 | 97 | 90 | 104
SK-OV-3 | 93 | x | x | 22 | 38 | 94 | 89 | 107
OVCAR-8 | 105 | 71 | 102 | 46 | 26 | 82 | 87 | 104
OVCAR-5 | 109 | 94 | 101 | 45 | 67 | 102 | 101 | 89
OVCAR-3 | 110 | 63 | 104 | 15 | 29 | 109 | 85 | 115
SF-268 | 104 | 60 | 94 | 25 | 23 | 85 | 69 | 102
PC-3 | 92 | 53 | 96 | 30 | 29 | 80 | 55 | 98

9. COC(=O)CC[C@@H](C)[C@H]1CC[C@H]2[C@@H]3CC[C@@H]4C[C@H](O)CC[C@]4(C)[C@H]3C[C@H](O)[C@]12C
10. O=S(=O)(NCCNc1nccc(-n2cnc3ccccc32)n1)c1ccc(F)cc1
11. FC(F)(F)c1ccc(Nc2nc(Nc3cnc4ccccc4c3)c3[nH]cnc3n2)cc1
12. O=C(OCc1ccc2c(Cl)cc(Cl)c(O)c2n1)c1cc2ccccc2[nH]1
13. CCOC(=O)c1cc(/C(=N\O)c2cc(OC)c(OC)c(OC)c2)n2cc(C)cc(C)c12
14. O=C1c2ccccc2C(=O)c2cc(Cn3c[n+](Cc4ccc5ccccc5c4)c4ccccc43)ccc21
15. O=c1[nH]nc(Cn2nc(-c3ccccc3)ccc2=O)o1
16. COc1ccc2oc(=O)cc(CSc3nc(-c4ccccc4)c(C(=O)NC(C)(C)C)c(=O)[nH]3)c2c1
Compound | 9 | 10 | 11 | 12 | 13 | 14 | 15 | 16
U251 | 99 | 100 | 85 | -93* | 13 | 57 | 81 | 103
OVCAR-4 | 110 | 72 | 88 | -70* | 21 | 47 | 94 | 98
DU-145 | 118 | 92 | 92 | -95* | 42 | 83 | 107 | 106
SK-OV-3 | 111 | 102 | 72 | 67 | 38 | 83 | 101 | 92
OVCAR-8 | 103 | 89 | x | -25* | 42 | 41 | 82 | 109
OVCAR-5 | 109 | 87 | 79 | -55* | 64 | 59 | 117 | 105
OVCAR-3 | 102 | 106 | 80 | -92* | -9.0* | 35 | 105 | 103
SF-268 | 96 | 88 | 92 | -80* | 39 | 49 | 89 | 99
PC-3 | 68 | 91 | 60 | -80* | 41 | 28 | 105 | 98

The closing 2 entries of the section before come first, to join the parts:
15. O=c1[nH]nc(Cn2nc(-c3ccccc3)ccc2=O)o1
16. COc1ccc2oc(=O)cc(CSc3nc(-c4ccccc4)c(C(=O)NC(C)(C)C)c(=O)[nH]3)c2c1
17. COc1cc(CSc2nc3ccc(Cl)cc3c(=O)n2Cc2ccccc2)cc(OC)c1OC
18. Clc1nc(Cl)c2ncn(CC#CCn3cnc4c(Cl)nc(Cl)nc43)c2n1
19. CCN1CCN(Cc2cn(CC(=O)Nc3ccc4c(ccn4C)c3)nn2)CC1
20. Cc1ccc(S(=O)(=O)Oc2ccc(NC(=O)C34CC5CC(CC(C5)C3)C4)cc2)cc1
21. O=C1Cc2cc(CCn3cncn3)c(Cl)cc2N1
22. Cc1ccc(-c2nc(Nc3ccccc3C(=O)O)c3ccccc3n2)cc1
23. CN1CCCc2cc(/C=C3\SC(=S)N(c4cc(N)cc(C(=O)O)c4)C3=O)ccc21
24. Cn1c(-c2ccncc2)nc(=O)c2ccccc21
Compound | 15 | 16 | 17 | 18 | 19 | 20 | 21 | 22 | 23 | 24
U251 | 81 | 103 | 33 | -76* | 102 | 66 | 73 | 18 | 101 | 100
OVCAR-4 | 94 | 98 | 52 | -71* | 107 | 76 | 87 | 22 | 107 | 117
DU-145 | 107 | 106 | 41 | -87* | 116 | 90 | 96 | 19 | 111 | 115
SK-OV-3 | 101 | 92 | 24 | 88 | x | 83 | 79 | 31 | 101 | 97
OVCAR-8 | 82 | 109 | 53 | -35* | 107 | 89 | x | 31 | 106 | 97
OVCAR-5 | 117 | 105 | 47 | -3.0* | 103 | 96 | 87 | 66 | 94 | 114
OVCAR-3 | 105 | 103 | -0.9* | -91* | 116 | 89 | 72 | 6.0* | 106 | 109
SF-268 | 89 | 99 | 41 | -38* | 101 | 94 | 110 | 11 | 98 | 109
PC-3 | 105 | 98 | 55 | -72* | 95 | 48 | 86 | 16 | 103 | 97

25. Cc1cccc(C(=O)N(C(C)C)C(C)C)c1
26. CC(C)CC(Br)C(=O)NCC(=O)NC(Cc1ccccc1)C(=O)O (stereo not given)
27. CCCCC1SC(N)=NC1=O (stereo not given)
28. CCCCCC(=O)N1CCOCC1
29. CC(C)C1=C[C@@]23CC[C@@H]4[C@](C)(CCC[C@@]4(C)C(=O)OCC#CCN4CCOCC4)[C@H]2C[C@@H]1[C@H]1C(=O)CCC(=O)[C@H]13
30. O=C(NCc1ccccc1C(F)(F)F)C1CSC2c3ccccc3C(=O)N12 (stereo not given)
31. O=C(O)C1CCCN1C(=O)OCc1ccccc1 (stereo not given)
32. COc1ccccc1CN(C)c1ccccc1
Compound | 25 | 26 | 27 | 28 | 29 | 30 | 31 | 32
U251 | 93 | 100 | 106 | 96 | 97 | 91 | 108 | 98
OVCAR-4 | 104 | 106 | 116 | 105 | 85 | 106 | 122 | 106
DU-145 | 103 | 107 | 116 | x | 111 | 107 | 118 | 102
SK-OV-3 | 92 | 102 | 123 | 98 | 96 | 86 | 102 | 100
OVCAR-8 | 100 | 104 | 108 | 106 | 93 | 94 | 95 | 94
OVCAR-5 | 98 | 102 | 109 | 98 | 109 | 83 | 105 | 103
OVCAR-3 | 107 | 104 | 110 | 113 | 99 | 106 | 120 | 107
SF-268 | 99 | 104 | 109 | 103 | 93 | 94 | 107 | 107
PC-3 | 93 | 105 | 98 | 95 | 88 | 85 | 108 | 97

33. Cc1cc2c(C(C)C)c(O)c(O)c(C=NCCCCCC(=O)O)c2c(O)c1-c1c(C)cc2c(C(C)C)c(O)c(O)c(C=NCCCCCC(=O)O)c2c1O
34. O=C(O)Cn1c(=S)sc2ccccc21
35. O=C(NCc1ccc(Cl)cc1Cl)C1CCC(=O)N1C(=O)Nc1ccc(Cl)c(Cl)c1 (stereo not given)
36. Cc1ccc(C2CC(c3ccc(S(=O)(=O)NCCNc4nc(Nc5ccc(F)cc5)nc(N(C)C)n4)cc3)=Nc3c(N)nc(N)nc3N2)cc1 (stereo not given)
37. O=C1/C(=C/c2ccc(O)c(O)c2)COc2ccc(-c3ccccc3)cc21
38. OC(CN(Cc1ccccc1)Cc1ccccc1)c1ccccc1 (stereo not given)
39. CC(=O)Nc1nc(-c2ccc([N+](=O)[O-])cc2)c(CCC=O)c(=O)[nH]1
40. O=C1c2ccccc2C(=O)N1CCP(=O)(c1ccccc1)c1ccccc1
Compound | 33 | 34 | 35 | 36 | 37 | 38 | 39 | 40
U251 | 35 | 92 | 93 | 47 | 22 | 88&105 | 103 | 97
OVCAR-4 | 72 | 112 | 108 | 53 | 27 | 92&90 | 101 | 88
DU-145 | 100 | 119 | 111 | 76 | 27 | 114&105 | 106 | 94
SK-OV-3 | 109 | 98 | 109 | 101 | 81 | 115&101 | 110 | 105
OVCAR-8 | 87 | 98 | 91 | 52 | 27 | 103&104 | 97 | 91
OVCAR-5 | 95 | 100 | 102 | 93 | 51 | 95&88 | 92 | 87
OVCAR-3 | 78 | 110 | 117 | 68 | 20 | 107&106 | 106 | 141
SF-268 | 63 | 104 | 101 | 58 | 49 | 102&96 | 102 | 106
PC-3 | 54 | 92 | 76 | 34 | 20 | 95&88 | 96 | 105

Among those listed so far, two contain two or more sulfur atoms:
23. CN1CCCc2cc(/C=C3\SC(=S)N(c4cc(N)cc(C(=O)O)c4)C3=O)ccc21
34. O=C(O)Cn1c(=S)sc2ccccc21
Compound | 23 | 34
U251 | 101 | 92
OVCAR-4 | 107 | 112
DU-145 | 111 | 119
SK-OV-3 | 101 | 98
OVCAR-8 | 106 | 98
OVCAR-5 | 94 | 100
OVCAR-3 | 106 | 110
SF-268 | 98 | 104
PC-3 | 103 | 92

Continuation:
41. Cc1ccc(S(=O)(=O)NN=C(c2ccc(F)cc2)c2ccc(S(C)(=O)=O)cc2)cc1
42. Cc1cc(C#Cc2ccc(C(C)(C)C)cc2)ccc1-n1c(/C=C/c2ccc3c(c2)OCO3)nc2ccccc2c1=O
43. Clc1ccc(SCCSCCSc2ccc(Cl)cc2)cc1
44. CC1=C(C)C(=O)C(N2CCSCC2)=CC1=O
45. COc1ccc(-c2nc3sc(C)nn3c2-c2nc3ccc(Cl)cc3[nH]2)cc1
46. CC(C)C1NC(=O)NC1=O (stereo not given)
47. Cc1nonc1C(=O)C1[C@H]2[C@@H]1C(=O)O[C@@H]2CO (stereo not given in full)
48. COc1ccc2c(CSc3nc(-c4ccc(Cl)cc4)c(C#N)c(N4CCN(C)CC4)n3)cc(=O)oc2c1
Compound | 41 | 42 | 43 | 44 | 45 | 46 | 47 | 48
U251 | 101 | 104 | 105 | 97 | 99 | 106 | 101 | 93
OVCAR-4 | 92 | 106 | 95 | 94 | 98 | 120 | 108 | 79
DU-145 | 102 | 125 | 109 | 107 | 103 | 104 | 116 | 99
SK-OV-3 | 99 | 106 | 100 | 105 | 113 | 101 | 115 | 92
OVCAR-8 | 96 | 118 | 108 | 93 | 89 | 108 | 108 | 84
OVCAR-5 | 100 | 101 | 102 | 97 | 109 | 93 | 111 | 98
OVCAR-3 | x | 105 | 104 | 101 | 100 | 97 | 125 | 97
SF-268 | 96 | 99 | 107 | 102 | 103 | 99 | 118 | 87
PC-3 | 90 | 91 | 102 | 90 | 69 | 98 | 97 | 72

49. CN(C)C(=O)c1ccccc1NC(=O)c1ccccc1[N+](=O)[O-]
50. Cc1ccc(Nc2nc(N)nc(N)c2N=O)cc1Cl
51. Cc1cc(C2(c3cc(C)c(OCC(O)CNc4c(C)n(C)n(-c5ccccc5)c4=O)cc3C(C)C)OC(=O)c3ccccc32)c(C(C)C)cc1OCC(O)CNc1c(C)n(C)n(-c2ccccc2)c1=O (stereo not given)
52. Nc1nc(CSc2n[nH]c(N)n2)nc(Nc2ccccc2)n1
53. CCCCCCCCCCCC1=NC(C)(C)CN1C(C)C
54. OC(c1cc(-c2ccc(Cl)cc2)nc2c(Cl)cccc12)C1CCCCN1 (stereo not given)
55. CCOc1cc(Cl)c(C(C)NC(=O)c2cccc(OC)c2)cc1OCC (stereo not given)
56. O=C1c2ccccc2C(=O)N1CCC[P+](c1ccccc1)(c1ccccc1)c1ccccc1
Compound | 49 | 50 | 51 | 52 | 53 | 54 | 55 | 56
U251 | 97 | 87 | 22 | 100 | 37 | -89* | 22 | x
OVCAR-4 | 104 | 77 | 39 | 93 | 51 | -86* | x | 102
DU-145 | 102 | 74 | 51 | 104 | 69 | -96* | -22* | 113
SK-OV-3 | 93 | 97 | 67 | 104 | 76 | -73* | 35 | 102
OVCAR-8 | 100 | 96 | 33 | 104 | 59 | -75* | -20* | x
OVCAR-5 | 100 | 94 | 51 | 99 | 75 | -71* | 30 | 99
OVCAR-3 | 112 | 68 | 15 | 105 | 48 | -95* | -82* | 99
SF-268 | 98 | 66 | 33 | 93 | 72 | -66* | 11 | 108
PC-3 | 90 | 71 | 13 | 101 | 35 | -94* | 6.1* | 95

57. Cc1ccccc1NCCO
58. COc1cc(/C=C/C(=O)C(C(=O)/C=C/c2ccc(OC(=O)CCNC34CC5CC(CC(C5)C3)C4)c(OC)c2)C(=O)CCNC23CC4CC(CC(C4)C2)C3)ccc1OC(=O)CCNC12CC3CC(CC(C3)C1)C2 (stereo not given)
59. O=S(=O)(O)C(c1ccccc1)C1(O)CCCCC1 (stereo not given)
60. COc1ccc2c(c1)CCNC21C(=O)N(Cc2ccc(C)cc2)c2ccccc21 (stereo not given)
61. O=C(CSc1nnc2n3c(nn12)SCC(c1ccccc1)=N3)c1ccc(Br)cc1
62. O=C1OC(=O)c2ccc3c4ccc5c6c(ccc(c7ccc1c2c73)c64)C(=O)OC5=O
63. OCCCCCCCCCCCO
64. CSCCC(C(=O)O)N(CCC#N)CCC#N (stereo not given)
65. COc1ccc(-c2cc(=O)c3c(OC)c(C=O)c(O)cc3o2)cc1
Compound | 57 | 58 | 59 | 60 | 61 | 62 | 63 | 64 | 65
U251 | 113 | 7.6* | 105 | 90 | 104 | 100 | 97 | 93 | 98
OVCAR-4 | 101 | 26 | 116 | 94 | 111 | 92 | 84 | 116 | 121
DU-145 | 110 | -49* | 126 | 105 | 103 | 126 | 104 | x | 110
SK-OV-3 | 106 | 43 | 99 | 91 | 112 | 101 | 103 | 101 | 103
OVCAR-8 | 109 | 8.9* | 102 | 94 | 99 | 117 | 104 | 100 | 92
OVCAR-5 | 97 | 38 | 113 | 80 | 106 | 95 | 97 | 114 | 91
OVCAR-3 | 109 | 15 | 111 | 92 | 113 | 112 | 107 | 108 | 96
SF-268 | 100 | 28 | 106 | 88 | 98 | 103 | 94 | 104 | 93
PC-3 | 91 | 14 | x | 88 | 108 | 86 | 93 | 90 | 89

From PubChem
